MEX-5 binding – C. elegans MEX-5 TCR-2 RNA binding activity. Q9XUB2. MEX-5/FITC-TCR2 RNA binding, fluorescence polarization; hits give low values. activity score (negative = inhibition of binding), % at 10 µM. 0.38% of 300,000 active;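 active = inhibition past about -25% in most replicates, and total fluorescence under double the plate's negative control median, limit read from the data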;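 note: 0% = DMSO and -100% = 5 µM competing unlabeled TCR2 RNA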
Fam108B inh – blocks mouse Fam108B hydrolase in RBBP9 counter-screen; 0.33% of 300,000 active; inhibition, % at 9.51 µM; recombinant Fam108B, FP-Rh probe fluorescence polarization;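 active = inhibition above the screen mean inhibition plus 3 SD, computed separately per campaign, cut at about 18% in these data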;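 note: inhibitors lower polarization as less probe binds the enzyme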
CR mimetic SO – yeast age-related superoxide inhibition as caloric restriction mimetic. S. cerevisiae aged cells, superoxide DHE fluorescence; hits give low values. superoxide response (% of plate mean), % at 10 µM. 0.18% of 330,000 active. AID 2690;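 active = superoxide response under a set limit, about three screen SD below normal, cut at about 65% in these data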;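 note: yeast aged for seven days with compound at 30 °C before DHE staining; 100% = average MFI of all compound-treated wells on the plate with controls excluded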
MCL1-BIM inh – disrupts human MCL1 binding to BIM-BH3 peptide. Q07820. GST-MCL1 / FITC-Bim-BH3 fluorescence polarization. inhibition, % at 10.9 µM. 0.68% of 320,000 active. AID 2057;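 active = inhibition above the mean inhibition of all tested compounds plus 3 SD, set per campaign, cut at about 40% in these data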;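 note: 0% = DMSO wells and 100% = unlabeled Bim-BH3 peptide control; higher means more loss of mP so more displacement of Bim peptide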
Target sequence (Q07820 whole entry, looked up): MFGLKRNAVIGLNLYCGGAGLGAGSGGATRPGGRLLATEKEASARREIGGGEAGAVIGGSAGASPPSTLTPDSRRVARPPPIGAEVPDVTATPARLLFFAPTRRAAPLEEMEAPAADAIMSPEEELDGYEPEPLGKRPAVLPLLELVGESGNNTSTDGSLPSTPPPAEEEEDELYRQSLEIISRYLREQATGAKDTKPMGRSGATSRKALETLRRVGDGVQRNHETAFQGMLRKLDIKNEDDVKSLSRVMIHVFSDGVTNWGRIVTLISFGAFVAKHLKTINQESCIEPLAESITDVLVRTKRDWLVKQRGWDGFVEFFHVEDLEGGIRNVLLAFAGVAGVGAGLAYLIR
Efflux pump inh – inhibitors of Candida antifungal efflux pumps expressed in yeast; S. cerevisiae Candida pump triplex, Nile Red efflux; inhibition, % at 10 µM; 0.44% of 330,000 active; AID 485275;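 active = plate passing quality check with inhibition over a set limit, or well fluorescence over plate mean plus 4 SD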;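 note: Nile Red retained in pooled yeast measured as flow cytometry median fluorescence; 0% = buffer negative control and 100% = Enniatin B positive control; higher means more Nile Red kept so more efflux inhibition; some compounds called inactive have numbers as strong as hits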
GLD-1 TGE inh – GLD-1-TGE RNA interaction inhibition (C. elegans); Q17339; purified GLD-1 + fluorescein TGE RNA, fluorescence polarization; inhibition, % at 5.96 µM; 0.44% of 320,000 active; AID 2280;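 active = percent inhibition above a per-plate cutoff, the plate mean of test compounds plus 3 SD, cut at about 30% in these data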;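 note: 0% = DMSO wells with GLD-1 and probe and 100% = wells lacking GLD-1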
Target sequence (Q17339 whole entry, looked up): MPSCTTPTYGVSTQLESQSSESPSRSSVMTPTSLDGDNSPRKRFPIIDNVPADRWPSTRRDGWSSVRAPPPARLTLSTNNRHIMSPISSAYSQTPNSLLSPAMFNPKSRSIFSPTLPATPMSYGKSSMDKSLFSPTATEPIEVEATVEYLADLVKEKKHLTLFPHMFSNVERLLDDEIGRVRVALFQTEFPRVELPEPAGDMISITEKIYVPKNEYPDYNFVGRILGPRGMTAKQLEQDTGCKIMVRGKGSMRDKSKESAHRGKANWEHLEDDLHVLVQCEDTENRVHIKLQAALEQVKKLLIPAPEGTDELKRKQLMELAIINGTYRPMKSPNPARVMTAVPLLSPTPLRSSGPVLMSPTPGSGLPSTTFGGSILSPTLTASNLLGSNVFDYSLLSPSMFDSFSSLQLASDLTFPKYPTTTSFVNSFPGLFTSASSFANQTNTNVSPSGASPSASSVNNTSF
ZTA DNA inh – blocks Epstein-Barr virus ZTA, an EBNA-1 counter-screen. P03206. ZTA-DNA binding, fluorescence polarization. inhibition, % at 11 µM. 0.15% of 320,000 active. AID 2234; in the data active = inhibition above about 33%
Target sequence (P03206 whole entry, looked up): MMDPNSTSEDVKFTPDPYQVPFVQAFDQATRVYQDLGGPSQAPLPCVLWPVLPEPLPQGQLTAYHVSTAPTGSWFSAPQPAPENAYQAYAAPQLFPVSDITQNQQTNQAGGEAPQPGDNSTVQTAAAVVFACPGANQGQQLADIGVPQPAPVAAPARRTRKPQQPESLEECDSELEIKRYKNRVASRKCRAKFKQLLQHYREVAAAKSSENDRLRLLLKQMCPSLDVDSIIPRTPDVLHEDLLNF
BCLXL inh – inhibitors of human Bcl-xL; Q07817; GST-Bcl-xL / FITC-Bim BH3 peptide fluorescence polarization; inhibition, % at 10.9 µM; 0.7% of 320,000 active; AID 2129;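 active = inhibition above the mean of all tested compounds plus 3 SD, cutoff set per campaign, cut at about 30% in these data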;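 note: 0% = DMSO wells and 100% = unlabeled Bim-BH3 peptide competitor; inhibitors lower millipolarization by displacing the labeled peptide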
EBNA-1 inh – blocks EBNA-1 binding to DNA; 0.34% of 300,000 active; AID 1950; EBNA-1 DNA binding, fluorescence polarization; inhibition, % at 14.8 µM; in the data active = inhibition above about 28%
The depositor's hits bear a star; / = no result given.

Start of the data: the first 6 records as a preview:
(1) CCC(=O)Nc1ccc(S(=O)(=O)N2CCCCC2)cc1OC
(2) Cc1cccc(C)c1NC(=O)CN(C)C(=O)CN1C(=O)NC2(CCCC2)C1=O
(3) O=C(NNS(=O)(=O)c1ccccc1)C1CCCCC1
(4) O=C(O)CC(c1ccccc1)c1ccccc1
(5) Cc1ccc(C(=O)C(C)OC(=O)Cc2n[nH]c(=O)c3ccccc23)cc1C (stereo not given)
(6) O=C(NCC(=O)N(c1cccnc1)C(C(=O)NC1CCCCC1)c1ccccc1)c1ccco1 (stereo not given)

assay / entry,1,2,3,4,5,6
MEX-5 binding,-0.8,-2.6,1.5,0.3,1.5,-2.4
Fam108B inh,1,2,2,2,1,0
CR mimetic SO,121,104,104,80,89,91
MCL1-BIM inh,7,-2,2,8,-11,2
Efflux pump inh,-0.1,0.1,0.1,-0.1,0.0,0.1
GLD-1 TGE inh,1,6,7,-7,0,0
ZTA DNA inh,-3,14,3,-16,2,1
BCLXL inh,2,2,2,5,-9,0
EBNA-1 inh,-2,4,4,-8,-3,-1

Results, repeating the preview:
(1) CCC(=O)Nc1ccc(S(=O)(=O)N2CCCCC2)cc1OC
(2) Cc1cccc(C)c1NC(=O)CN(C)C(=O)CN1C(=O)NC2(CCCC2)C1=O
(3) O=C(NNS(=O)(=O)c1ccccc1)C1CCCCC1
(4) O=C(O)CC(c1ccccc1)c1ccccc1
(5) Cc1ccc(C(=O)C(C)OC(=O)Cc2n[nH]c(=O)c3ccccc23)cc1C (stereo not given)
(6) O=C(NCC(=O)N(c1cccnc1)C(C(=O)NC1CCCCC1)c1ccccc1)c1ccco1 (stereo not given)
(7) CC(=O)c1cccc(NC(=O)c2ccccc2-c2ccccc2C(=O)O)c1
(8) CCC(=O)N1CCc2cc(S(=O)(=O)NCCCN(CC)Cc3ccccc3)ccc21

assay / entry,1,2,3,4,5,6,7,8
MEX-5 binding,-0.8,-2.6,1.5,0.3,1.5,-2.4,-1.1,-0.3
Fam108B inh,1,2,2,2,1,0,1,1
CR mimetic SO,121,104,104,80,89,91,110,109
MCL1-BIM inh,7,-2,2,8,-11,2,-1,7
Efflux pump inh,-0.1,0.1,0.1,-0.1,0.0,0.1,-0.1,0.1
GLD-1 TGE inh,1,6,7,-7,0,0,0,11
ZTA DNA inh,-3,14,3,-16,2,1,7,11
BCLXL inh,2,2,2,5,-9,0,2,5
EBNA-1 inh,-2,4,4,-8,-3,-1,5,14

(9) O=C(COc1cc2oc(=O)c3c(c2cc1Cl)CCC3)NCCCN1CCCC1=O
(10) COc1ccccc1NC(=O)c1ccc(NC(=O)COC(=O)C2CC2C)cc1 (stereo not given)
(11) S=C(Nc1ccccc1)N1CCC(Cc2ccccc2)CC1
(12) CN1CCN(c2ccc(Cl)cc2NC(=O)CC2OC(=O)c3ccccc32)CC1 (stereo not given)
(13) CC(=O)N1CCc2cc(S(=O)(=O)NC(CC(C)C)C(=O)N3CCn4c3nc3ccccc34)ccc21 (stereo not given)
(14) COCCCNC(=S)N(CCO)Cc1cc2cc3c(cc2[nH]c1=O)OCCO3
(15) COc1cc(C)c(S(=O)(=O)Nc2ccc(CC(=O)O)cc2)cc1C
(16) CC1CN(c2oc(-c3ccccc3Cl)nc2C#N)CC(C)O1 (stereo not given)

assay / entry,9,10,11,12,13,14,15,16
MEX-5 binding,-0.1,-2.5,1.5,2.3,-2.2,-0.6,0.1,-0.6
Fam108B inh,0,0,-1,2,3,-4,-3,1
CR mimetic SO,90,93,84,95,91,97,95,90
MCL1-BIM inh,-1,-13,11,-13,-7,0,1,1
Efflux pump inh,0.0,0.0,0.2,0.1,0.0,0.0,-0.1,0.0
GLD-1 TGE inh,5,12,3,4,5,-1,3,-2
ZTA DNA inh,6,-16,-9,-2,-1,8,10,-5
BCLXL inh,5,2,-4,-13,-4,5,5,3
EBNA-1 inh,0,-6,-3,-10,-5,2,5,20

(17) Cc1ccc(OCC(=O)NCc2cccs2)cc1
(18) Nc1cc(Cl)ccc1N1CCCCCC1
(19) COc1cc(S(=O)(=O)Nc2ccncc2)ccc1F
(20) C=CCN(CCNP(=O)(OCC)OCC)CP(=O)(OCC)OCC
(21) C(#Cc1ccccc1)C[N+]1(CC#Cc2ccccc2)CCCC1
(22) COc1ccc(N=C(N)N=C(N)N)c(OC)c1
(23) CCCCN(CC)C(=O)CN(C)S(=O)(=O)c1cccc2nsnc12
(24) O=C1NC(=O)C2(COC(c3cccc([N+](=O)[O-])c3)OC2)S1 (stereo not given)

assay / entry,17,18,19,20,21,22,23,24
MEX-5 binding,2.5,-0.7,-0.2,/,2.1,-2.5,1.7,1.1
Fam108B inh,2,3,0,0,4,-5,4,2
CR mimetic SO,94,93,100,95,100,100,102,114
MCL1-BIM inh,9,14,1,-1,8,1,7,8
Efflux pump inh,-0.3,-0.1,0.0,-0.1,-0.4,-0.1,0.0,0.0
GLD-1 TGE inh,1,5,2,1,2,3,0,1
ZTA DNA inh,-22,2,-2,-19,7,13,17,-27
BCLXL inh,9,12,3,2,5,2,6,2
EBNA-1 inh,-4,6,5,4,14,-5,-5,-1

(25) Cc1ccc(CNC(=O)C2CCN(S(=O)(=O)c3cccs3)CC2)o1
(26) O=C1CSC(=S)N1/N=C/c1ccc2c(c1)OCCO2
(27) Cc1ccc(S(=O)(=O)Nc2ccc(-c3nc4ccc(C)cc4s3)cc2)cc1
(28) Cc1cccc(NC(=S)N/N=C/c2cccn2Cc2ccc(F)cc2)c1
(29) Cc1ccc(NC(=O)CNC(=O)c2cccc(C)c2)nc1
(30) O=C(NCCCN1CCOCC1)c1ccc(CNS(=O)(=O)c2ccc(Br)cc2)cc1
(31) COc1cc(C(=O)N2C[C@H]3CC[C@H]2C3)ccc1OC1CCN(C(C)=O)CC1
(32) CC(C)C[C@@H](CO)N1CCN(Cc2cccc(C#N)c2)CCC1=O

assay / entry,25,26,27,28,29,30,31,32
MEX-5 binding,-0.1,-2.7,3.2,0.6,1.3,0.0,5.3,2.6
Fam108B inh,-1,0,-4,3,1,-1,-5,0
CR mimetic SO,111,95,86,102,97,97,96,95
MCL1-BIM inh,9,16,3,3,-4,-4,7,-2
Efflux pump inh,0.0,0.1,-0.3,-0.1,-0.3,0.3,0.0,-0.2
GLD-1 TGE inh,5,-13,1,9,5,0,7,0
ZTA DNA inh,10,-8,-17,11,-20,-19,1,6
BCLXL inh,7,12,6,5,2,-3,-1,4
EBNA-1 inh,5,-2,-8,4,1,-12,-2,1

(33) Cc1cccc(N2CCN(c3ccc(N4C(=O)CCCC4=O)cc3[N+](=O)[O-])CC2)c1C
(34) O=C(O)CC1(CC(=O)Nc2ccc3c(c2)OCCCO3)CCCCC1
(35) O=C1CNC(=S)N1C1CCCCCC1
(36) O=S(=O)(NCc1ccccc1)c1ccc(S(=O)(=O)NCC2CCCO2)cc1 (stereo not given)
(37) CCOP(=O)(OCC)c1nc(-c2ccc(Br)cc2)oc1N1CCCCC1
(38) CC(=O)NC(Cc1cccc(F)c1)C(=O)NC1CCN(C(=O)Nc2ccc(C)cc2)CC1 (stereo not given)
(39) O=C(Nc1ccc2c(c1)OCCO2)C1CCN(c2cnccn2)CC1
(40) COC(=O)c1ccc(-c2nc(-c3ccc(Br)o3)no2)cc1

assay / entry,33,34,35,36,37,38,39,40
MEX-5 binding,0.6,-0.9,0.1,-0.7,1.5,-1.8,0.5,-3.0
Fam108B inh,0,-2,0,4,-1,3,-1,1
CR mimetic SO,96,120,95,114,99,83,117,107
MCL1-BIM inh,2,8,-3,-8,5,-6,10,-7
Efflux pump inh,0.1,0.0,0.0,0.0,0.4,0.1,0.0,-0.4
GLD-1 TGE inh,7,0,-4,1,-4,-3,-6,-5
ZTA DNA inh,-2,-15,-7,-9,-5,9,-7,3
BCLXL inh,1,6,-4,3,3,-4,-1,-2
EBNA-1 inh,-6,-12,-17,4,-2,0,5,0

(41) CCOC(=O)c1c(C)c(C(=O)N2CCN(c3ccccc3)CC2)c(C)n1C
(42) CCOc1cc2nc(-c3ccc(OC)c(OC)c3)nc(N3CCOCC3)c2cc1OC
(43) Cc1ccc2c(C)c(C(=O)N3CCC(N4CCC(C(=O)NC5CC5)CC4)CC3)oc2c1
(44) N#CCc1ccc(OC(=O)Nc2ccccc2)cc1
(45) CC(=O)OCC(=O)Nc1ccc(Br)c(C)c1
(46) COc1cccc(CNCc2cc(OC)cc(OC)c2)c1
(47) CC(C)(C)NC(=O)C(c1ccccc1)N(Cc1ccco1)C(=O)c1csnn1 (stereo not given)
(48) O=C(CN1C(=O)c2ccccc2C1=O)NN1C(=O)c2ccccc2C1=O

assay / entry,41,42,43,44,45,46,47,48
MEX-5 binding,0.5,-1.5,-0.3,0.2,0.0,-0.1,-5.5,0.9
Fam108B inh,-1,0,-1,1,1,0,-2,-2
CR mimetic SO,91,100,100,103,98,106,102,102
MCL1-BIM inh,0,-3,1,-3,1,4,3,3
Efflux pump inh,0.1,0.1,-0.1,-0.3,-0.1,-0.1,0.0,-0.2
GLD-1 TGE inh,2,1,-3,6,4,2,-1,1
ZTA DNA inh,9,-6,5,16,-1,-4,-14,4
BCLXL inh,2,0,0,2,1,0,2,-2
EBNA-1 inh,9,5,-2,5,5,-10,-7,2

The last two entries of the part before lead into the next.
(47) CC(C)(C)NC(=O)C(c1ccccc1)N(Cc1ccco1)C(=O)c1csnn1 (stereo not given)
(48) O=C(CN1C(=O)c2ccccc2C1=O)NN1C(=O)c2ccccc2C1=O
(49) Cc1c(NC(=O)Nc2cccc(C(F)(F)F)c2)c(=O)n(-c2ccccc2)n1C
(50) COc1ccc(S(=O)(=O)N2CCCCC2)cc1NC(=O)CSc1nccn1C
(51) COc1cccc(OCC(O)CNC(=O)c2oc3c(C)c(C)ccc3c2C)c1 (stereo not given)
(52) Cc1ccccc1Nc1ncnc(N)n1
(53) COc1cc2c(cc1OC)CN(C(=O)C1CCCN(C(=O)c3ccc(Cl)cc3)C1)CC2 (stereo not given)
(54) c1ccc(OCc2nn3c(-c4ccccn4)nnc3s2)cc1
(55) COc1ccc(OC)c2sc(N3CCc4ccccc4C3)nc12
(56) c1ccc(-c2csc3nnc(SCc4ccc5c(c4)OCCO5)n23)cc1

assay / entry,47,48,49,50,51,52,53,54,55,56
MEX-5 binding,-5.5,0.9,0.9,-1.1,1.7,0.3,/,0.0,0.4,0.9
Fam108B inh,-2,-2,4,-3,3,1,/,-4,2,2
CR mimetic SO,102,102,98,109,87,99,105,104,84,111
MCL1-BIM inh,3,3,4,0,9,3,2,3,2,7
Efflux pump inh,0.0,-0.2,-0.2,-0.2,-0.1,0.6,0.1,-0.2,0.1,0.1
GLD-1 TGE inh,-1,1,8,-6,7,-3,0,1,-1,1
ZTA DNA inh,-14,4,3,-7,0,-19,-3,-6,-3,-9
BCLXL inh,2,-2,3,8,3,4,-1,4,3,2
EBNA-1 inh,-7,2,3,-4,3,-2,/,-8,4,-6

(57) Brc1ccc(-c2nnc(SCCC3OCCCO3)o2)cc1
(58) CCc1ccc(CNc2ccc(N3CCN(C(C)=O)CC3)cc2)cc1
(59) CCOc1ccc(CCNC(=O)c2ccc3c(c2)NC(=O)C2CCCN32)cc1OCC (stereo not given)
(60) COc1ccc(-c2cc(CCCC(=O)NCc3ccccn3)no2)cc1
(61) Cc1ccccc1C(=O)NCCNc1ccc([N+](=O)[O-])cc1

assay / entry,57,58,59,60,61
MEX-5 binding,2.0,1.6,-1.5,0.6,-2.4
Fam108B inh,-3,9,-2,2,2
CR mimetic SO,110,85,108,105,122
MCL1-BIM inh,3,18,-17,0,6
Efflux pump inh,0.3,-0.1,0.1,-0.2,0.0
GLD-1 TGE inh,0,8,-11,3,-6
ZTA DNA inh,-2,6,7,-3,11
BCLXL inh,1,17,-5,3,9
EBNA-1 inh,-5,3,2,-2,7
